Screens deposited in PubChem by several laboratories.
NOD2 inhibition – NOD2 signaling inhibitors, cell-based, luminescence, uHTS, HEK293 (AID 1566); HEK293 NOD2/NF-kB luciferase reporter, luminescence; higher % means a stronger effect; one-dose inhibition, % at 4 µM; EC50 in µM for titrated hits; 290,000 tested, 0.63% active; note: many of its hits are not listed in these tables
KOR beta-arrestin-1 – KOR agonists, beta-arrestin recruitment, primary screen, cell-based, luminescence, uHTS (AID 1777); Kappa-type opioid receptor (Homo sapiens); KOR beta-arrestin recruitment, luminescence; higher % means a stronger effect; one-dose activation, % at 10 µM; EC50 in µM for titrated hits; 280,000 tested, 0.02% active; in the data active = activation above about 50%, passing the limit was not always enough; note: a part of the inactive calls stands beside numbers as strong as those of hits
GPR55 activation – GPR55 agonists via beta-arrestin recruitment, primary screen, imaging, U2OS cells, beta-arrestin-GFP redistribution (AID 1961). G-protein coupled receptor 55 (Homo sapiens). activation, % at 10 µM, or EC50 in µM where a hit was titrated. U2OS GPR55 beta-arrestin-GFP redistribution imaging; higher % means a stronger effect. 290,000 tested, 0.048% active;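 active = activation above 40% with more than 50 cells counted in the well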;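 note: U2OS osteosarcoma cells stably expressing GPR55 and beta-arrestin-GFP; plate controls were DMSO negative control for no effect and LPI positive control for full effect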
KOR beta-arrestin-2 – KOR antagonists, beta-arrestin recruitment, cell-based, luminescence, uHTS (AID 1778); KOR beta-arrestin recruitment, luminescence, antagonist mode; higher % means a stronger effect; one-dose inhibition, % at 10 µM; IC50 in µM for titrated hits; 290,000 tested, 0.091% active; note: strong numbers were not always called active
GPR35 antagonists – GPR35 antagonists blocking zaprinast-driven arrestin recruitment, primary screen, imaging, U2OS, beta-arrestin-GFP, zaprinast agonist (AID 2058); 290,000 tested, 0.052% active; G-protein coupled receptor 35 (Homo sapiens); U2OS GPR35 beta-arrestin-GFP translocation imaging, zaprinast antagonism; higher % means a stronger effect; inhibition, % at 10 µM; hits with a dose series show IC50 in µM;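 active = inhibition of at least 50% with at least 30 cells and total cytoplasm GFP at most 10,000,000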
GPR55 LPI antagonism – GPR55 antagonists blocking LPI-driven arrestin recruitment, primary screen, imaging, U2OS, beta-arrestin-GFP, LPI agonist (AID 2013); U2OS GPR55 beta-arrestin-GFP translocation imaging, LPI antagonism; higher % means a stronger effect; one-dose inhibition, % at 10 µM; IC50 in µM for titrated hits; 290,000 tested, 0.13% active;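 active = spots per cell inhibited over 60%, with over 100 cells counted and total cytoplasm intensity under 500,000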;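 note: U2OS cells stably carrying GPR55 and arrestin-GFP stimulated by 5 µM LPI near EC80; imaged beta-arrestin-GFP aggregate spots per cell after agonist stimulation; plate controls were LPI-stimulated DMSO wells for no effect and DMSO wells without LPI for full effect; some results filed as inactive read as strong as hits; confirmed hits need IC50 under 10 µM and bright autofluorescent wells are also inconclusive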
HIV fusion peptide – inhibitors of HIV fusion peptide binding, primary screen, biochemical, uHTS, fluorescence dequenching (AID 1986). 290,000 tested, 0.3% active. cell-free peptide binding, fluorescence dequenching, 30 min; higher % means a stronger effect. one-dose inhibition, % at 20 µM; IC50 in µM for titrated hits; in the data active = inhibition mostly above about 52%, no sharp cut-off; inactive = mostly below about 76%; note: some results filed as inactive read as strong as hits
NOD1 NF-kB reporter – NOD1 signaling inhibitors, primary screen, cell-based, luminescence, uHTS (AID 1578); NOD1-driven NF-kB luciferase reporter cells, luminescence; higher % means a stronger effect; inhibition, % at 4 µM; hits with a dose series show EC50 in µM; 290,000 tested, 1% active; in the data active = inhibition mostly above about 36%, no sharp cut-off; inactive = mostly below about 34%;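 note: HEK-293T reporter cells stimulated with the NOD1 agonist gamma-tri-DAP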
Myeloid diff 2 – induction of myeloid progenitor differentiation, primary screen, cell-based, flow cytometry, MLPCN library | ER-HoxA9 myeloid progenitors, lysozyme-GFP differentiation | calls only at 10 µM | 360,000 tested, 1% active | AID 624256, 2012;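 active = normalized GFP-positive differentiation at or above the plate's own cutoff, the solvent-only control mean plus 3 SD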;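 note: cells exposed to compound for four days before flow analysis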
Myeloid diff 2 GFP+ MAC1+ % – recorded beside Myeloid diff 2, whose call it bears; GFP+ MAC1+ double positive, %; measured here: differentiation confirmed by MAC1 staining
Numbers without * were called inactive; i = inactive; nt = no result given; [ ] = remark or other dose. Cut-off read from the data, not from the text of the source, unless noted: active = inhibition above about 50%; inactive = the rest. Not all compounds are listed; the hit share may differ from the screen's.

SMILES | NOD2 inhibition | KOR beta-arrestin-1 | GPR55 activation | KOR beta-arrestin-2 | GPR35 antagonists | GPR55 LPI antagonism | HIV fusion peptide | NOD1 NF-kB reporter | Myeloid diff 2 | Myeloid diff 2 GFP+ MAC1+ %
CC(=O)Oc1ccc(-c2cccc(C(=O)NCCCO)c2)cc1 | 4% | 0.2% | -0.2% | nt | -4% | -9% | -0.7% | -23% | i | 1.1
c1ccc(-c2ccccc2OCCCN2CCCCCC2)cc1 | 26% | -0.9% | 0.3% | -30% | 14% | 25% | 1.6% | -33% | i | 0.7
Cn1c(CC(=O)Nc2ccccc2)c(Sc2ccccc2)c2ccccc21 | -33% | 2.0% | 0.4% | 3% | -13% | 11% | 0.5% | -7% | i | 0.2
CC(OC(=O)c1cccc(S(=O)(=O)Nc2cccc(C(F)(F)F)c2)c1)C(=O)Nc1ccc2c(c1)OCCO2 (centres undefined) | 11% | -2.1% | -0.4% | 4% | 7% | 25% | 2.3% | -24% | i | 1.1
COc1ccc(/C=N\NC(=O)C2COc3ccccc3O2)cc1O (centres undefined) | -16% | 0.4% | 0.5% | -16% | -11% | -14% | -0.8% | -1% | i | 0.6
COc1cccc(C(=O)NCCC2=CCCCC2)c1 | -105% | 4.0% | 0.0% | -23% | 6% | -8% | -1.4% | 2% | i | 0.5
Oc1ccc(Cl)cc1N=Cc1sc2ccccc2c1Cl | 4% | -0.3% | -0.4% | 6% | 8% | 1% | 16% | -7% | i | 0.4
Cc1ccc2c(cnn2C(=O)CCC(=O)NCc2cccc(Cl)c2)c1 | 15% | -7.7% | 0.0% | -28%[20 µM] | -1% | -2% | 1.5% | 0% | i | 2.3
COc1ccc(N(CC(=O)O)S(=O)(=O)c2ccc(C)cc2)cc1Cl | 14% | 0.8% | 0.3% | -44%[20 µM] | 5% | -9% | 0.4% | 22% | i | 1.2
O=C(COc1ncnc2ccccc12)N1CCN(S(=O)(=O)c2ccccc2)CC1 | 6% | -1.9% | 0.5% | -22% | 1% | -13% | 1.9% | 24% | i | 0.6
O=C(Nc1ncc(S(=O)(=O)c2ccc([N+](=O)[O-])cc2)s1)c1cccnc1 | 16% | 0.2% | -0.2% | -18% | 2% | 4% | 6.9% | -1% | i | 0.3
Nc1nc2nonc2nc1N | -2% | 0.9% | 0.2% | 4% | 4% | 12% | 0.1% | -3% | i | 0.2
COc1ccc(C(=O)c2ccc(N3CCN(C4CC(=O)NC4=O)CC3)cc2)cc1F (centres undefined) | 14% | 4.5% | -0.1% | -47% | -14% | -22% | 0.5% | 13% | i | 0.3
CCCCC(=O)Nc1cc(NC(=O)CCCC)cc(C(=O)O)c1 | -6% | -2.6% | -0.3% | 25% | 17% | -8% | -1.3% | -14% | i | 1.7
Cc1cnc(NC(=O)CCCSc2nc3ccccc3s2)s1 | 5% | -2.9% | -1.0% | 6% | 16% | -1% | 4.0% | -13% | i | 0.8
CCn1cc([N+](=O)[O-])c(C(=O)Nc2cc(C)on2)n1 | 2% | 2.9% | -0.2% | -16% | 1% | -1% | -1.0% | -5% | i | 1.5
Cc1ccc(S(=O)(=O)NN2C(=O)/C(=C/c3cccc(F)c3)SC2=S)cc1 | -11% | 8.4% | -0.1% | 9% | -7% | 17% | 31% | 1% | i | 0.8
Cc1ccc(-n2c(SCC(=O)N3CCCc4ccccc43)nnc2-c2cccnc2)c(C)c1 | 16% | 21% | 0.0% | 11% | 7% | 2% | 5.7% | 23% | i | 0.2
O=C(Nc1cccc(F)c1)NC1CCCCCCC1 | -36% | -2.5% | 0.3% | 2% | -15% | -4% | -0.6% | -40% | i | 0.5
COc1ccc(Cl)cc1Nc1nc(-c2sc(NC(=O)c3ccccc3)nc2C)cs1 | 31% | -1.7% | 0.0% | -17% | -2% | -4% | -0.2% | 7% | nt | nt
COCC(C)OC(=O)/C(C#N)=C\c1coc2ccc(C)cc2c1=O (centres undefined) | 18% | -2.3% | 0.6% | -5% | -7% | 12% | 2.2% | -15% | i | 0.4
CCc1cc2c(=O)[nH]c(CC(N)=O)nc2s1 | 12% | -3.8% | 0.2% | -32%[20 µM] | -5% | -7% | -0.7% | -22% | i | 0.4
CS(=O)(=O)c1nc(S(=O)(=O)c2ccc(Cl)cc2)c(N2CCCCCC2)s1 | 24% | 1.1% | -0.1% | -11% | -7% | 14% | -0.9% | -26% | i | 0.0
COc1ccc(CCN(C(=O)c2snc(C(N)=O)c2N)C(C(=O)NCC2CCCO2)c2ccc(F)cc2)cc1OC (centres undefined) | 14% | -3.8% | 0.2% | -23% | 3% | 6% | -0.7% | -14% | i | 0.8
Cc1ccccc1Nc1nc(N)nc(CSc2nnc3sc4ccccc4n23)n1 | 13% | -1.8% | -0.1% | 8% | 17% | -8% | -1.3% | -34% | i | 0.7
CCC(C)NC(=O)c1ccccc1NC(=O)c1ccccc1N(C)S(C)(=O)=O (centres undefined) | 8% | -6.2% | -0.3% | -1% | -2% | -3% | 1.5% | -16% | i | 2.2
CCn1ncc(Br)c1C(=O)Nc1ccc(C(C)C)cc1 | -14% | 2.4% | 0.0% | 26% | -4% | -5% | -0.2% | 19% | i | 0.5
CCn1c(SCC(=O)N/N=C/C(C)=C/c2ccco2)nnc1-c1ccccc1 | -4% | 5.1% | 1.1% | -49% | 12% | 5% | 0.5% | -12% | i | 1.7
Cc1ccc(Nc2nc(NCCCN3CCOCC3)nc(N)c2[N+](=O)[O-])cc1 | 7% | 0.7% | 0.4% | -6% | -6% | -4% | -1.6% | -15% | i | 0.6
Cc1ccc(-c2csc(NC(=S)NC(=O)c3cccs3)n2)cc1 | -5% | 13% | -0.3% | 13% | 0% | 10% | 3.5% | 8% | i | 0.4
Cn1c(SCC(=O)NC2CCCC2)nnc1-c1ccco1 | 0% | 7.3% | -0.2% | -35% | 10% | 0% | 1.8% | 0% | i | 0.7
Cc1ccccc1C(=O)N1CCC(C(=O)N(C)CC(=O)Nc2cccc(F)c2)CC1 | -8% | 0.6% | -0.1% | 29% | -2% | 14% | -1.0% | -19% | i | 0.4
Cc1nn(CC(=O)N2CCN(Cc3ccccc3)CC2)c(=O)c2ccccc12 | 6% | -2.6% | 0.0% | -3% | 1% | -2% | 1.0% | 9% | i | 0.7
Cc1ccccc1CNC(=O)COc1ccccc1 | -1% | -2.9% | -0.1% | -5%[20 µM] | -7% | -24% | 0.4% | -34% | i | 0.3
CCOP(=O)(/C(C#N)=C(/O)c1ccccc1)c1ccccc1 (centres undefined) | -4% | 1.8% | -0.1% | 0% | 15% | 6% | 0.3% | -12% | i | 0.7
CCn1cc(CNC(=O)c2cc(COc3ccc(F)cc3Cl)on2)cn1 | -1% | nt | 0.2% | -55%[20 µM] | 14% | -8% | -1.5% | -6% | i | 0.9
CC(C)Cn1cnc2c1c(=O)[nH]c(=O)n2Cc1ccccc1 | 3% | -2.0% | 0.0% | 3% | -5% | 4% | -2.2% | -9% | i | 0.7
COc1ccc(-n2ncc3c(N4CCc5ccccc54)ncnc32)cc1 | -86% | 4.2% | 0.2% | -1% | 12% | -18% | 1.5% | -25% | i | 4.2
Cc1ncn2cc(-c3ccc(Cl)cc3Cl)[nH]c(=O)c12 | 29% | 9.1% | -0.2% | -2% | 4% | 3% | -1.0% | 5% | i | 0.3
CC(=O)Nc1csc2ccccc12 | 2% | -3.1% | -0.1% | -21%[20 µM] | -9% | -5% | 0.5% | -7% | i | 1.2
O=C(C1=C[C@H](c2ccc(C(F)(F)F)cc2)C[C@H](OCCCCO)O1)N1CCOCC1 | 4% | 1.5% | 0.9% | 11% | 2% | 17% | 2.3% | 1% | i | 1.1
Nc1nonc1-n1nnc(C(=O)N/N=C/c2ccccc2Cl)c1CN1CCOCC1 | 1% | -1.9% | -0.2% | 9% | 5% | 11% | 0.3% | -12% | i | 0.0
O=C1COc2ccc(C(=O)NCc3ccc4c(c3)OCO4)cc2N1 | -12% | -1.7% | -0.1% | -17% | 6% | -2% | -0.6% | -14% | i | 5.9
COc1cc(C(=O)n2nc(C)cc2C)cc(OC)c1OC | 0% | -1.5% | 0.3% | 12% | 13% | 12% | 0.8% | -11% | i | 0.3
CN(C)S(=O)(=O)c1cccc(NC(=S)N/N=C/C(c2ccccc2)c2ccccc2)c1 | -9% | 3.1% | -0.3% | -21% | -9% | -10% | -0.3% | -11% | i | 0.6
Oc1ccc(C=NCC2COc3ccccc3O2)cc1 (centres undefined) | -4% | 1.2% | 0.2% | -9% | -9% | -2% | 1.9% | -22% | i | 0.6
O=C(CSCC(=O)Nc1cccc2ccccc12)Nc1cccc2ccccc12 | 9% | 1.9% | -0.1% | 0% | -4% | -1% | -0.2% | 0% | i | 0.2
Cc1ccc(NC(=S)NCC(O)c2ccccc2)c(C)c1 (centres undefined) | -9% | -5.3% | -0.1% | -20%[20 µM] | 7% | 15% | 0.1% | -31% | i | 0.5
O=C(NCCC1=CCCCC1)C(=O)NCC1OCCCN1S(=O)(=O)c1ccccc1 (centres undefined) | 16% | 7.3% | 0.0% | 0% | 0% | -6% | -2.1% | -5% | i | 0.4
O=C1C(=O)N(c2ccccn2)C(c2cccc(F)c2)/C1=C(/O)c1ccccc1 (centres undefined) | -3% | -0.5% | 0.3% | 1% | 19% | 12% | 1.6% | -10% | i | 0.5
CN1C(=O)c2ccccc2N(C)C1c1ccccc1Cl (centres undefined) | 4% | nt | -0.1% | -2%[20 µM] | -5% | 12% | -1.3% | -19% | i | 0.1
O=C(COC(=O)c1ccc([N+](=O)[O-])o1)c1ccccc1 | 7% | 5.0% | -0.4% | 7% | 5% | -2% | 1.1% | -5% | i | 0.6
Cn1c(=O)c2[nH]c(NCC3CCCO3)nc2n(-c2ccccc2)c1=O (centres undefined) | 3% | -4.5% | 0.2% | 26% | -18% | -5% | -1.9% | -14% | i | 2.0

Part of the list above, with tabs:
molecule	NOD2 inhibition	KOR beta-arrestin-1	GPR55 activation	KOR beta-arrestin-2	GPR35 antagonists	GPR55 LPI antagonism	HIV fusion peptide	NOD1 NF-kB reporter	Myeloid diff 2	Myeloid diff 2 GFP+ MAC1+ %
Cc1ccc(-c2csc(NC(=S)NC(=O)c3cccs3)n2)cc1	-5%	13%	-0.3%	13%	0%	10%	3.5%	8%	i	0.4
Cn1c(SCC(=O)NC2CCCC2)nnc1-c1ccco1	0%	7.3%	-0.2%	-35%	10%	0%	1.8%	0%	i	0.7
Cc1ccccc1C(=O)N1CCC(C(=O)N(C)CC(=O)Nc2cccc(F)c2)CC1	-8%	0.6%	-0.1%	29%	-2%	14%	-1.0%	-19%	i	0.4
